Source: PubChem BioAssay (National Center for Advancing Translational Sciences (NCATS))
EPAC2 ag = qHTS for Agonist of cAMP-regulated guanine nucleotide exchange factor 4 (EPAC2): primary screen | EPAC2 activation, biochemical qHTS; response scale: 100% = 6.5 mM cAMP response | Potency, µM (highest dose often 154 µM), for inactives: at the highest dose activation, actives largely listed as activators | 360,000 tested, 0.079% active | AID 720711, 2013; further: potency means the concentration at half of the fitted maximal effect; nearly all actives have a fitted effect of over 50% in size
Target sequence (Q8WZA2 whole entry, looked up): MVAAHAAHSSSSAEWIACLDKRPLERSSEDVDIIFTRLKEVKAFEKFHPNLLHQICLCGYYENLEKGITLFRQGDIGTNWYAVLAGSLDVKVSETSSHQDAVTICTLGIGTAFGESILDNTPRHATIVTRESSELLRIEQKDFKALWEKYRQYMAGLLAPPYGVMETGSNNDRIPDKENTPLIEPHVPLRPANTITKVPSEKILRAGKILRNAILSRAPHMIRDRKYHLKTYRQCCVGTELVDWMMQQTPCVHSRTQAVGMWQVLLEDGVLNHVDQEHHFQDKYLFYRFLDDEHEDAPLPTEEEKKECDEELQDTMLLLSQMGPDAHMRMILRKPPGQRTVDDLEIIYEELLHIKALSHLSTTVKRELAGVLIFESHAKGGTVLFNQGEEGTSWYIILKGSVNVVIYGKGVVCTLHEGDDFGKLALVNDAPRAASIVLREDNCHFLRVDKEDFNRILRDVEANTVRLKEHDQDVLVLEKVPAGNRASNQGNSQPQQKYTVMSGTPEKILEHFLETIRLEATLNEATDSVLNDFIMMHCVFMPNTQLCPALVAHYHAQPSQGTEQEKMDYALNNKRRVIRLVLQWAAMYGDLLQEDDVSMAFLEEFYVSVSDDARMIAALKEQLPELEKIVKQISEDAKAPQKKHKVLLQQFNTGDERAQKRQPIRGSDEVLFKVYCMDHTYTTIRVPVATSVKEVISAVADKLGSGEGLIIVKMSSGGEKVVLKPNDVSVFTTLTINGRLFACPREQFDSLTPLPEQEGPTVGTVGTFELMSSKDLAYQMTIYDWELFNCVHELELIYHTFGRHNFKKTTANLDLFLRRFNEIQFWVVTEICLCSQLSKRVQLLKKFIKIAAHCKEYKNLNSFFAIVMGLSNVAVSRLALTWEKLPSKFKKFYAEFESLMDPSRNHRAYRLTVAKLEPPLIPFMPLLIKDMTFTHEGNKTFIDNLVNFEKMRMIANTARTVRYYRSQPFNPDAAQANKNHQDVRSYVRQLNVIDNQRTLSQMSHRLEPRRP
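Fluorescence exchange assay: 100 nM EPAC2 with 250 nM RAP1B-BODIPY-GDP and 50 uM GDP; compounds tested as a concentration-titration series (qHTS). Loss of Rap1-bound BODIPY-GDP fluorescence read at 480/540 nm; data normalized to 6.5 mM cAMP.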
TGFb inhibitor = qHTS for Inhibitors of TGF-b | HepG2 CAGA-GFP TGF-b/SMAD3 reporter, GFP fluorescence, 18 h; TGF-beta stimulated, 500 pg/mL final | Potency, µM (series often up to 46.1 µM), for inactives: top-dose activity, negative = inhibition, usual class: inhibitors | 410,000 tested, 1.2% active | AID 588855, 2011; further: potency means the concentration at half of the fitted maximal effect; on the % scale 0 is the no-effect control and ±100 the full control effect; nearly all actives have a fitted effect of over 65% in size
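Smad-responsive CAGA-GFP expression was quantified in HEPG2 cells exposed to compounds and 500 pg/mL final TGF-beta for 18 h at 37 degrees C; unstimulated wells defined full inhibition.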
Nrf2 activator = qHTS of Nrf2 Activators; Potency, µM (doses to about 46.1 µM), for the others: at the top dose activation, hits mostly activators; AREc32 ARE-luciferase reporter (MCF7-derived line), luminescence, 24 h; AID 624171, 2012; 410,000 tested, 0.31% active; further: potency means the concentration at half of the fitted maximal effect; % of control where 0% means no effect; nearly all actives have a fitted effect of over 65% in size
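Cells of the AREc32 ARE-luciferase line are plated in OPTI-MEM containing 5% FBS and left overnight at 37 deg C. Compounds are pinned in, incubation continues 24 hr, and firefly luciferase signal is then measured.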
Nrf2 block = Nrf2 qHTS screen for inhibitors; A549 ARE-Fluc reporter, luciferase luminescence, 18-24 h; Potency, µM (top dose mostly 46 µM), without a hit: at the top dose activity change, negative = inhibition, usual class: inhibitors; 360,000 tested, 2.1% active; AID 504444, 2011; further: potency means the concentration at half of the fitted maximal effect; on the % scale 0 is the no-effect control and ±100 the full control effect; nearly all actives have a fitted effect of over 60% in size
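Concentration-response testing used A549 ARE_Fluc cells at 5000 cells/well. Following an 18-24 h compound incubation, viability was read by fluorescence (Ex 405/Em 525) and luciferase output by luminescence.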
EPAC2 antagonist = qHTS for Antagonist of cAMP-regulated guanine nucleotide exchange factor 2 (EPAC2): primary screen; EPAC2 GEF exchange of Rap1B-BODIPY-GDP, fluorescence; Potency, µM (doses to about 114 µM), without a hit: at the top dose activity, negative = inhibition, actives largely listed as inhibitors; 360,000 tested, 0.18% active; AID 720708, 2013; further: potency means the concentration at half of the fitted maximal effect; on the % scale 0 is the no-effect control and ±100 the full control effect; nearly all actives have a fitted effect of over 45% in size; many of its hits are not listed in these tables
Mm-Cpn inhibitor = Inhibitors of TCP-1 ring complex (TRiC) of Methanococcus maripaludis (MmCpn): qHTS | Chaperonin Mm-Cpn (Methanococcus maripaludis) | purified Mm-Cpn ATPase, ADP Transcreener TR-FRET | Potency, µM (doses to about 76.9 µM), without a hit: at the top dose activity, negative = inhibition, most hits filed as inhibitors | 330,000 tested, 0.031% active; further: potency means the concentration at half of the fitted maximal effect; on the % scale 0 is the no-effect control and ±100 the full control effect; nearly all actives have a fitted effect of over 80% in size
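Inhibition of chaperonin ATP hydrolysis is measured as reduced ADP production, detected by competitive TR-FRET in which signal falls with ADP. Final enzyme 25 nM and ATP 10 uM, reacted 30 min at 37°C.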
A549 tox = Nrf2 qHTS screen for inhibitors: counterscreen for cytotoxicity. Potency, µM (titrated, usually from 46 µM), for inactives: at the highest dose activity change, negative = cytotoxicity, most hits filed as inhibitors. 390,000 tested, 0.16% active. AID 504648, 2011. A549 ARE-Fluc cells, CellTiter-Fluor viability, 18-24 h; further: potency means the concentration at half of the fitted maximal effect; on the % scale 0 is the no-effect control and ±100 the full control effect
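Cytotoxicity counterscreen: CellTiter-Fluor fluorescence was measured in A549 ARE_Fluc cells after 18-24 h of compound exposure in a concentration series. The subsequent BugLite luminescent read reports ARE-luciferase activity.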
CCT modulator = High-Throughput Screening for Modulators of Cytosolic Chaperonin Activity; purified chaperonin ATPase assay, HTRF ADP detection, 30 min; activity change, % (no concentration beside the values), hits read low; 360,000 tested, 0.3% active; in the data active means activity change below about -30%; further: on the % scale 0 is the no-effect control and ±100 the full control effect
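TRiC (40 or 20 nM final, by batch activity) in 30 mM Tris pH 7.4, 100 mM KCl, 5 mM MgCl2, 1 mM DTT was treated with compound at 76 uM single dose, then 10 uM ATP, 30 min at 37 °C. ADP was read by HTRF Transcreener.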
pAkt inh = HTS Assay for Inhibitors of Akt Phophorylation: Primary Screen. 360,000 tested, 0.32% active. Neuro2A IGF-stimulated pAkt S473 HTRF, 20 min; hits give low values. activity change, % for hits at 50 µM; in the data active means activity change below about -80%; inconclusive means mostly about -51% to -80%; further: on the % scale 0 is the no-effect control and ±100 the full control effect
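Single-point screen (50 µM final compound) in Neuro2A cells stimulated 20 min with 6 nM IGF at 37 deg C. After lysis, Ser473-phosphorylated Akt read by HTRF (ex 330 nm, em 615/665 nm) as the 665/615 ratio.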
Starred values were filed as active, the others as inactive; i = inactive; ? = inconclusive; nt = no result given; & = joins results of further samples; [ ] = another dose, or the depositor's remark. Unless noted, the call rests on the fitted dose curve; in most records, active means well fitted curve in the direction sought with a large enough effect; inconclusive means small, poorly fitted or top-dose-only effect, or another doubt; inactive means no such curve, though single readings can be large; an effect the other way counts as inactive or inconclusive.

Molecule	EPAC2 ag	TGFb inhibitor	Nrf2 activator	Nrf2 block	EPAC2 antagonist	Mm-Cpn inhibitor	A549 tox	CCT modulator	pAkt inh
CN(Cc1nccn1C)C(=O)CC1C(=O)NCCN1CC(c1ccccc1)c1ccccc1 (stereo not given)	2%	0%	0.6%	-10%	12%	1%	8%	1.6	i
COc1ccc(-c2nnc(SCC(=O)N(C)Cc3ccccc3)o2)cc1OC	nt	?	-0.3%	23µM*	nt	nt	-13%	nt	nt
CCCOc1ccc(CCCN=C(N)N)cc1Cl	4%	?	2.2%	?	-5%	1%	-6%	-1.5	i
Cc1cc(NS(=O)(=O)c2cccc([N+](=O)[O-])c2)no1	3%	-10%	-2.5%	0%	4%	1%	0%	1.3	i
Cc1ccc(N(CC(=O)O)S(C)(=O)=O)cc1	2%	2%	-0.4%	2%	17%	1%	14%	-2.2	i
O=C(O)CCCc1nc(-c2ccc(Cl)cc2)no1	1%	3%	-0.8%	?	-7%	3%	-2%	-0.4	i
CCOc1ccc(NC(=O)Cn2c3ncccc3c(=O)n2-c2ccc(CC)cc2)cc1	nt	7%	0.3%	-2%	nt	nt	-1%	nt	nt
COc1ccc(C(C(=O)NC2CCCC2)N(Cc2ccc(C)cc2)C(=O)c2ccn[nH]2)cc1OC (stereo not given)	3%	-7%	-0.6%	4%	3%	2%	-6%	0.7	nt
COC(=O)N/N=C/c1ccc(Oc2ccccc2)cc1	-4%	?	4.3%	?	2%	-3%	-3%	2.2	i
CCN(CC)C(=O)Oc1ccc2c(c1)O/C(=C\c1ccco1)C2=O	15%	13%	21%	?	-8%	1%	1%	-1.5	i
CN(C)S(=O)(=O)c1cccc(C(=O)Nc2ccc(C(=O)Nc3cccc(S(N)(=O)=O)c3)cc2)c1	14%	-16%	1.6%	-6%	-2%	3%	3%	-5.4	i
CC(C)(C)CC(=O)Nc1ccc(S(=O)(=O)NC2=NCCCCC2)cc1	2%	13%	-0.2%	3%	5%	1%	8%	2.1	i

Of the compounds above, two have a COOH group.
Molecule	EPAC2 ag	TGFb inhibitor	Nrf2 activator	Nrf2 block	EPAC2 antagonist	Mm-Cpn inhibitor	A549 tox	CCT modulator	pAkt inh
Cc1ccc(N(CC(=O)O)S(C)(=O)=O)cc1	2%	2%	-0.4%	2%	17%	1%	14%	-2.2	i
O=C(O)CCCc1nc(-c2ccc(Cl)cc2)no1	1%	3%	-0.8%	?	-7%	3%	-2%	-0.4	i

Further results:
Molecule	EPAC2 ag	TGFb inhibitor	Nrf2 activator	Nrf2 block	EPAC2 antagonist	Mm-Cpn inhibitor	A549 tox	CCT modulator	pAkt inh
CN1C2C=C3C(C#N)=C(N)C(C#N)(C#N)C(c4ccc(Br)cc4)C3C1CC2 (stereo not given)	-5%	-11%	4.0%	19%	3%	-2%	?	0.1	i
O=C(/C=C/c1ccccc1)Nc1cc(NC(=O)/C=C/c2ccccc2)cc(C(=O)O)c1	3%	-1%	0.4%[9.22 µM]	2%	-4%	-4%	8%	1.3	i
COc1ccccc1N=Nc1c(O)[nH]c2ccc(Br)cc12	2%	-3%	4.1%	28%	6%	-1%	-2%	-4.8	i
COc1cc2c(cc1NC(=O)C(Cl)Cl)-c1ccc(NC(=O)C(Cl)Cl)cc1C2	-1%	4.5µM*	?	?	-1%	nt	?	-1.1	i
O=C(NCCN1CCOCC1)c1ccc2c(c1)N(Cc1ccccc1)C(=O)c1ccccc1S2	1%	-2%	-0.3%	0%	-6%	0%	0%	-0.3	i
CCCC(=O)Nc1ccc(C(=O)COC(=O)c2cc(C)oc2C)cc1	4%	6%	0.5%	4%	6%	?	5%	2.3	i
COc1cc(C(=O)N/N=C/c2ccc3c(c2)c2ccccc2n3C)ccc1O	8%	7%	3.7%	-3%	-3%	-8%	-5%	-1.5	i
Cc1oc(C(N)=O)nc1-c1ccccc1	3%	3%	-0.4%	-9%	1%	1%	4%	-0.3	i
CCOc1ccccc1CNC(=O)c1nn(C)c2c1CS(=O)(=O)c1ccccc1-2	6%	-19%&-4%	-0.2%&-0.6%	?	-9%	-7%	1%&10%	-2.6	i
O=C(N[C@@H](Cc1ccc(O)cc1)C(=O)O)c1ccncc1	7%	8%	0.0%	4%	6%	nt	-4%	1.0	i
CCN(CC)S(=O)(=O)c1ccc2nc(CCl)[nH]c2c1	19%	19%	0.1%	?	-1%	-2%	?	-5.8	i
CCN(C(=O)CN1CCc2ccccc21)c1c(N)n(Cc2ccccc2)c(=O)[nH]c1=O	5%	4%	-0.8%	1%	0%	3%	4%	-1.9	i
COc1ccc(CC(=O)N(C)CC(=O)Nc2cccc(F)c2)cc1S(=O)(=O)N1CCOCC1	15%	-9%	-1.2%	-4%	0%	-2%	3%	-0.7	i
CCOC(=O)C=C1CCN(c2ncc(C(F)(F)F)cc2Cl)CC1	1%	15%	-0.5%	?	9%	3%	-12%	-0.2	i
Cc1ccc(S(=O)(=O)N(C)c2ccc(C(=O)NCC3CCCO3)cc2)cc1 (stereo not given)	6%	0%	-0.3%	-3%	-2%	-3%	-8%	-2.9	i
CC(=O)c1[nH]c(C)c(C(=O)N2CCCC(Nc3ccc(C(C)C)cc3)C2)c1C (stereo not given)	-6%	0%	0.5%	15µM*	-15%	-2%	?	0.6	i
CC(C)CN1CN(Cc2ccccc2)CNC1=S	1%	3%	-2.1%	3%	-2%	0%	9%	-0.6	i
COc1cc2nc(N(C)C)nc(N)c2cc1OC	-9%	?	14%	nt	-5%	-2%	?	0.5	i
CC(C)NC(=O)c1c(O)c2ccccc2[nH]c1=O	9%	-1%	4.6%	nt	-3%	2%	2%	-0.6	i
NS(=O)(=O)c1ccc(CCNC(=O)COC(=O)CC(c2ccccc2)c2ccccc2)cc1	8%	2%	4.4%	nt	-7%	1%	?	1.4	i
C=CCCC(=O)N1CCC(n2nccc2NC(=O)CCCc2ccccc2)CC1	2%	-15%	-0.2%	20%	-5%	0%	-2%	0.2	i
C(=N\N1CCN(Cc2ccccc2)CC1)/c1ccccc1	2%	1%	-0.3%	?	-5%	0%	0%	-0.1	i
COc1ccc(CNCc2ccc(F)cc2)c(OC)c1	-2%	-11%	-0.3%	0%	4%	2%	-6%	-7.3	i
Cn1cc(Br)c(C(=O)N/N=C/c2cc3c(cc2Cl)OCO3)n1	3%	-4%	2.0%	?	-9%	-3%	5%	-0.7	i

Some of these compounds in order of SMILES length, ascending.
Molecule	EPAC2 ag	TGFb inhibitor	Nrf2 activator	Nrf2 block	EPAC2 antagonist	Mm-Cpn inhibitor	A549 tox	CCT modulator	pAkt inh
COc1ccc(CNCc2ccc(F)cc2)c(OC)c1	-2%	-11%	-0.3%	0%	4%	2%	-6%	-7.3	i
Cn1cc(Br)c(C(=O)N/N=C/c2cc3c(cc2Cl)OCO3)n1	3%	-4%	2.0%	?	-9%	-3%	5%	-0.7	i
Cc1ccc(S(=O)(=O)N(C)c2ccc(C(=O)NCC3CCCO3)cc2)cc1 (stereo not given)	6%	0%	-0.3%	-3%	-2%	-3%	-8%	-2.9	i

Additional results
Molecule	EPAC2 ag	TGFb inhibitor	Nrf2 activator	Nrf2 block	EPAC2 antagonist	Mm-Cpn inhibitor	A549 tox	CCT modulator	pAkt inh
COC(=O)Cc1ccc(NC(=S)NCc2cccc(OC)c2)cc1	1%	-27%	-0.7%	0%	-9%	0%	-6%	-5.8	i
COc1ccc(NC(=O)Cn2nnc(C(=O)NCCc3ccccc3)c2N)c(OC)c1	-11%	8%	-0.2%	?	-1%	-2%	-2%	1.3	i
O=C(CSc1nc2ccccc2c(=O)[nH]1)c1ccccc1	8%	-33%	4.9%	-10%	1%	?	-10%[1.84 µM]	-0.4	i
CC(C)c1ccc2occ(CC(=O)N(Cc3ccc(F)cc3)C3CCS(=O)(=O)C3)c2c1 (stereo not given)	nt	?	2.1%	?	nt	nt	-10%	nt	nt
Cc1noc(C)c1C(=O)N(C)Cc1ccccc1	16%	23%	-0.2%	4%	-18%	-4%	5%	-1.0	i
Cn1nnc2c(N3CCCCC3)nccc21	-3%	-17%	0.3%	nt	1%	-1%	-1%	-1.5	i
Cc1cc(NCC2CCCO2)n2c(nc3ccccc32)c1C#N (stereo not given)	-5%	-5%	-0.7%	-1%	-3%	nt	1%	-2.6	i
O=C(NC12CC3CC(CC(C3)C1)C2)N1CC2Cc3cccc(=O)n3C(C2)C1 (stereo not given)	3%	?	-0.3%	6%	-4%	0%	-5%	-0.5	i
Cc1ccc(-n2nnnc2SCC(=O)N2CCNC2=O)cc1C	3%	-6%	2.4%	-18%	-4%	-3%	-1%	-0.3	i

These rows are one share of the data (hit frequency here may not be typical).
